# IDH1 R132H inh: inhibitors of human mutant IDH1 R132H. IDH1-R132H enzyme, NADPH consumption, diaphorase/resazurin fluorescence. Potency, µM (titrated, usually from 76.6 µM), without a hit: at the top dose activity change, negative = inhibition, actives largely listed as inhibitors. 390,000 tested, 0.093% active; further: potency means the concentration at half of the fitted maximal effect; on the % scale 0 is the no-effect control and ±100 the full control effect; nearly all actives have a fitted effect of over 65% in size
# Target sequence (O75874 whole entry R132H, stated change not applied): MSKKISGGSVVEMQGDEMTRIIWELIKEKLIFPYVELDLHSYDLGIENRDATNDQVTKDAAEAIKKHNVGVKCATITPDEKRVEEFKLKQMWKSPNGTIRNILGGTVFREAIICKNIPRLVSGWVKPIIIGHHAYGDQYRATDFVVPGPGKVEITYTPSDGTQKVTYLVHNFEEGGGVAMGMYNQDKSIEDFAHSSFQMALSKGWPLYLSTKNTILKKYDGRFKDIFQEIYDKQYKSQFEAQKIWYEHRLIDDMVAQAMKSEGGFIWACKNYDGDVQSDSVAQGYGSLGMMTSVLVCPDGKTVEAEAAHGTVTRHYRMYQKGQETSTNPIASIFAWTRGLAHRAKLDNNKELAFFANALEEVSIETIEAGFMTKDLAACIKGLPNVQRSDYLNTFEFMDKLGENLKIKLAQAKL
#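 IDH1-R132H (0.5 ug/mL dispensed) in pH 7.5 Tris buffer was preincubated 30 min with compound, then given a substrate mix of 0.016 mM NADPH and 2 mM alpha-KG for 80 min at room temperature; remaining NADPH was read by diaphorase/resazurin fluorescence.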
# PI4K2A inh: blocks human PI4K2A kinase activity. AID 1346378. 420,000 tested, 0.13% active. purified PI4K2A, ADP-Glo luminescence, 1 h; stronger effect = lower value. Q9BTU6. activity change, negative = inhibition, % at 76.9 µM; in the data active means activity change below about -50%; inconclusive means mostly about -30% to -49%;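 further: -100% = wells without enzyme as full effect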
# Target sequence (Q9BTU6 whole entry, looked up): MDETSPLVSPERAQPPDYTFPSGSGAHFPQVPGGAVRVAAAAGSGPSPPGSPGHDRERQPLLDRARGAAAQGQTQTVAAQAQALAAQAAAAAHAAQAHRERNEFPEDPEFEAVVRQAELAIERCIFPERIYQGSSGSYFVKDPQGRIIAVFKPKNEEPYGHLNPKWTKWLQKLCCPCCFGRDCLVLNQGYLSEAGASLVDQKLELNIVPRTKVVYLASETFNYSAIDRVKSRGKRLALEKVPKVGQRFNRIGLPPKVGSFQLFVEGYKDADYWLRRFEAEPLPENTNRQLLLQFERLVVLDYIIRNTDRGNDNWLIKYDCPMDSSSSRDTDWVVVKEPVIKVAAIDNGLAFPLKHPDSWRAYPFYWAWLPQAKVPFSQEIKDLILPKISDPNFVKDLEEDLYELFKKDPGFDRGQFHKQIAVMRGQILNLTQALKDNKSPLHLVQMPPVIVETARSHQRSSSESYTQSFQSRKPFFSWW
#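 Compounds are screened against recombinant PI4K2A using PI as substrate and ATP, the latter dispensed at 300 microM. Reactions run one hour at ambient temperature before ADP-Glo detection; full inhibition defined by wells lacking enzyme.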
# Glioma ERSR ind: ER stress response induction in glioma | U87-MG GRP78 promoter luciferase reporter, 16 h | Potency, µM, without a hit: at the top dose activation, usual class: activators | 420,000 tested, 0.02% active; further: potency means the concentration at half of the fitted maximal effect; series mostly up to about 76 µM; % of control where 0% means no effect; nearly all actives have a fitted effect of over 35% in size
#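 Stably transfected U87-MG human glioma cells carrying a GRP78-based luminescent sensor were seeded at 1000 cells/well, pin-dosed with compounds and incubated 16 h. Luciferase reagent was then added, and end-point luminescence was read after 10 min at room temperature.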
# LDHA inh: inhibitors of human lactate dehydrogenase A. P00338. purified LDHA, NADH/diaphorase-resazurin fluorescence; stronger effect = lower value. activity change, % (values are at about 110 or 230 µM). 480,000 tested, 0.15% active. AID 1347041; in the data active means activity change below about -30%; inconclusive means mostly about -25% to -30%;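 further: plate controls were DMSO wells for no effect and wells without enzyme for full effect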
#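 Remaining NADH was detected by diaphorase (0.133 mg/mL) converting 37 µM resazurin to fluorescent resorufin, read at 0 and 20 minutes. The preceding 5-minute room-temperature reaction used 2 nM LDHA, 0.2 mM sodium pyruvate and 0.06 mM NADH at pH 7.4.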
# Vif-A3G inh: Vif-A3G binding inhibition. Potency, µM (titrated, usually from 46.1 µM), for the others: at the top dose activity, negative = active, most hits filed as inhibitors. AID 602310. Q9HC16. HeLa A3G-eYFP + Vif (tagged APOBEC3G with the HIV-1 protein that degrades it), YFP fluorescence, overnight. 410,000 tested, 0.076% active;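 further: potency means the concentration at half of the fitted maximal effect; on the % scale 0 is the no-effect control and ±100 the full control effect; nearly all actives have a fitted effect of over 60% in size; hits raise eYFP signal because A3G escapes Vif-driven loss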
#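 HeLa cells stably expressing Vif and C-terminally eYFP-tagged A3G, seeded overnight at 37 deg C, then exposed to compound by pintool overnight at 37 deg C. Rise in yellow fluorescence (Ex 488/Em 500-530, Acumen) marks blocked Vif-driven A3G degradation.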
# TrxR1 substrate: substrates of rat thioredoxin reductase 1; Potency, µM (series often up to 114 µM), without a hit: top-dose activity change, negative = substrate turnover; purified TrxR1 substrate turnover, NADPH consumption readout; AID 588456; 390,000 tested, 0.01% active; O89049; further: potency means the concentration at half of the fitted maximal effect; on the % scale 0 is the no-effect control and ±100 the full control effect; nearly all actives have a fitted effect of over 50% in size
#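 Rat TrxR1, dispensed at 90 nM, was prereduced with 400 uM NADPH (final) for 5 min at ~22 deg C, then incubated with compound 15 min before 400 uM selenite. A first-read NADPH fluorescence drop versus no-compound background flagged substrates.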
# RXFP1 ag: agonists of human relaxin receptor RXFP1; Q9HBX9; HEK293T-RXFP1 cAMP TR-FRET, 30 min; response scale: percent of porcine relaxin response, buffer zero; Potency, µM (top dose mostly 57.5 µM), for the others: at the top dose activation, hits mostly activators; 370,000 tested, 0.3% active; AID 2676; further: potency means the concentration at half of the fitted maximal effect; on the % scale 0 is the no-effect control and ±100 the full control effect; nearly all actives have a fitted effect of over 60% in size; many of its hits are not listed in these tables
#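 Agonist response is measured as cAMP accumulation in an RXFP1-transfected HEK293T line under PDE4 inhibition. Values are scaled between buffer-only and 29 nM porcine relaxin, and EC50s come from standard Hill equation fits.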
# USP1-UAF1 inh: blocks the human USP1/UAF1 deubiquitinase complex. AID 743255. recombinant USP1/UAF1, Ub-Rhodamine cleavage fluorescence. O94782. Potency, µM (doses to about 57.1 µM), for the others: at the highest dose activity change, negative = inhibition, usual class: inhibitors. 390,000 tested, 0.23% active; further: potency means the concentration at half of the fitted maximal effect; on the % scale 0 is the no-effect control and ±100 the full control effect; nearly all actives have a fitted effect of over 60% in size; inactives centre near -12
#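 Step one: compound is pinned into 1nM USP1/UAF1 in HEPES pH 7.8 buffer with TCEP. Step two: 15 min room-temperature incubation. Step three: Ub-Rho (150nM final) starts cleavage, tracked by fluorescence over six one-minute reads.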
# Vif-APOBEC3F blk: Vif-A3F binding inhibition; HeLa A3F-eYFP + Vif (tagged APOBEC3F with the HIV-1 protein that degrades it), YFP fluorescence increase; Potency, µM (titrated, usually from 46.1 µM), without a hit: at the top dose activity, negative = active; 390,000 tested, 0.2% active; AID 602313; further: potency means the concentration at half of the fitted maximal effect; % of control where 0% means no effect; nearly all actives have a fitted effect of over 65% in size
#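 Fluorescence increase (Ex 488/Em 500-530) after overnight compound treatment at 37 deg C flags inhibition of Vif-driven A3F-eYFP loss in stable HeLa A3F-eYFP/Vif cells seeded overnight beforehand.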
# The depositor's hits bear a star; u = inconclusive; x = not tested or not shown; & = joins results of further samples; [ ] = remark or other dose. Unless noted, the call rests on the fitted dose curve; in most records, active means well fitted curve in the direction sought with a large enough effect; inconclusive means small, poorly fitted or top-dose-only effect, or another doubt; inactive means no such curve, though single readings can be large; an effect the other way counts as inactive or inconclusive.
SMILES,IDH1 R132H inh,PI4K2A inh,Glioma ERSR ind,LDHA inh,Vif-A3G inh,TrxR1 substrate,RXFP1 ag,USP1-UAF1 inh,Vif-APOBEC3F blk
CCCSP1(=S)NCCCO1 (configuration not stated),6%,4,-3%,-2,0%,-6%,-0.6%,-11%,-16%
Oc1ccc2c3c1OC1c4[nH]c5ccccc5c4C[C@@]4(O)C(C2)N(CC2CC2)CC[C@]314 (some centres not stated),-8%,-2,0%,-5,1%,4%,x,-30%,2%
Cc1cccc(C#N)c1,-6%,-4,-1%,-8,1%,3%,-2.2%,-11%,-6%
CCN1C[C@]2(CO)CC[C@H](OC)[C@@]34C5C[C@H]6[C@H](OC)C5[C@](O)(C[C@H]6OC)[C@@](O)(C(OC)C23)[C@@H]14 (some centres not stated),1%,-3,0%,-10,-2%,3%,x,9%,3%
CCN1CCN(c2ccc([N+](=O)[O-])cc2C#N)CC1,-8%,4,-1%,1,5%,-2%[57.1 µM],2.2%,-25%,-47%
CCCc1nnc(NC(=O)CCC(=O)N2CCC3(CC2)OCCO3)s1,4%,-3,2%,-1,0%,4%[57.1 µM],-2.9%,-2%,-3%
CC(C)Cc1nnc(NC(=O)CCC(=O)N2CCN(CCOC(c3ccccc3)c3ccccc3)CC2)s1,2%,4,2%,-1,0%,7%[57.1 µM],1.0%,-17%,0%
CC(=O)Nc1ccc(OCCF)cc1,-8%,5,-4%,-5,1%,0%[57.1 µM],-1.1%,-13%,-9%
CCC(=O)OC(Cc1ccccc1)(c1ccccc1)C(C)CN(C)C (configuration not stated),0%,3,-1%,-9,-2%,9%,x,-17%,-3%
Cc1cccc(C)c1-n1nnnc1C(c1ccnc2ccccc12)N1CCC2(CC1)C(=O)NCN2c1ccccc1 (configuration not stated),x,-3,2%,-5,-10%,x,x,x,x
CCC(=NCc1ccco1)c1c(O)n(-c2ccccc2)c(=O)[nH]c1=O,-2%,-4,0%,-7,-4%,7%,-0.1%,-11%,0%
O=C(CN1CCOCC1)c1cccc2ccccc12,8%,33,1%,-1,-5%,-3%,1.3%,u,4%
C/C(=N\Nc1ccccc1)c1c(O)n(-c2ccccc2)c(=O)[nH]c1=O,-5%,-1,-9%,-3,-4%,-1%[57.1 µM],0.8%,-4%,3%
COC(=O)C1=C(c2cccc(OCc3ccccc3)c2)C[C@@H]2CC[C@H]1N2C(=O)NCCOc1ccc(OC)cc1,-6%,-2,-5%,0,1%,6%,1.7%,u,4%
CC(C)n1nnnc1CN1CCN(C)CC1,4%,-10,-6%,-3,-1%,-3%,3.9%,-9%,-1%

# Next section; it opens with the 2 that closed the last part.
SMILES,IDH1 R132H inh,PI4K2A inh,Glioma ERSR ind,LDHA inh,Vif-A3G inh,TrxR1 substrate,RXFP1 ag,USP1-UAF1 inh,Vif-APOBEC3F blk
COC(=O)C1=C(c2cccc(OCc3ccccc3)c2)C[C@@H]2CC[C@H]1N2C(=O)NCCOc1ccc(OC)cc1,-6%,-2,-5%,0,1%,6%,1.7%,u,4%
CC(C)n1nnnc1CN1CCN(C)CC1,4%,-10,-6%,-3,-1%,-3%,3.9%,-9%,-1%
CC1(C)OC(c2ccccc2)=C/C(=C/C=C2C(=O)NC(=O)NC2=O)O1,4%,-15,0%,-4,8%,-5%,-2.2%,u,u
O=C1NC(=O)C(=Cc2cccs2)C(=O)N1,8%,-25,-4%,-2,-2%,9%[2.29 µM],x,-24%,-10%
Cc1cccc(-n2c(C)nc3ccccc3c2=O)n1,2%,2,6%,-1,2%,-3%[0.457 µM],1.8%,-13%,6%
NP(=O)(Oc1ccccc1)Oc1ccccc1,14%,3,-1%,-8,1%,9%,x,-7%,-7%
COC(=O)C1=C(c2ccc(F)cc2OCc2ccccc2)C[C@@H]2CC[C@H]1N2C(=O)NC1CCCCC1,-12%,-4,-4%,-3,-8%,2%[57.1 µM],2.9%,-23%,3%
COc1ccc(C)cc1NC1=NCCCS1,0%,3,-4%,1,-6%,0%,0.6%,-5%,11%
Cn1c(O)c(C=NCc2ccco2)c(=O)n(C)c1=O,-3%,-2,-4%,-5,0%,8%,0.2%,23%,0%
Cc1cc(C=C2C(=O)NC(=O)NC2=O)c(C)n1-c1cccnc1,3%,-7,13%,-8,0%,-11%,3.1%,-4%,-18%
COC(=O)C1=C(c2ccc(OC)c(OC)c2)C[C@@H]2CC[C@H]1N2C(=O)N1CCC(C)CC1,5%,6,-3%,-5,5%,1%[57.1 µM],1.3%,-24%,-4%
CC(C)C[C@H](NP(=O)(O)O[C@@H]1O[C@@H](C)[C@H](O)[C@@H](O)[C@H]1O)C(=O)N[C@@H](Cc1c[nH]c2ccccc12)C(=O)O,-3%,-4,-4%,-9,-4%,1%,0.0%,11%,2%
CCCCCn1c(CN2CCN(C(=O)OCC)CC2)nc2c1c(=O)n(C)c(=O)n2C,26%,4,-4%,1,0%,0%,x,-9%,-15%
CC(C)CNC(=O)/C=C/C=C/CCCCCC/C=C/c1ccc2c(c1)OCO2,-8%,-2,-1%,-1,0%,-4%,x,1%,0%
Cc1ccsc1C(=O)C1CCCN(CCO)C1 (configuration not stated),10%,3,-3%,-3,1%,-1%[57.1 µM],-2.8%,-20%,10%
CNC(C(=O)c1ccccc1)C(OC(C)C)c1ccc(Cl)cc1 (configuration not stated),6%,4,-3%,-1,1%,2%,-0.2%,-1%,-15%
O=[N+]([O-])c1ccc(C(c2ccc([N+](=O)[O-])cc2)c2ccc([N+](=O)[O-])cc2)cc1,0%,4,-7%,-1,0%,-1%[2.29 µM],x,-4%,0%
CC[n+]1c(-c2ccccc2)c2cc(N)ccc2c2ccc(N)cc21,4%,u,-7%&-12%&-12%&-7%&-9%,17&12,5%&8%,0%[11.4 µM],x,u,13%
Cc1cccc(OP(=O)(Nc2cccnc2)Oc2cccc(C)c2)c1,4%,-5,-9%,-2,0%,-8%,1.5%,-5%,-3%
Cn1c(=O)cc(OCC(=O)N2CCN(C3CCCCC3)CC2)c2ccccc21,-10%,-2,-1%,-8,0%,7%[57.1 µM],1.9%,-3%,-1%
COc1ccc(C2(C#N)CCN(C)CC2)cc1,3%,1,-4%,0,0%,-7%,7.1%,-15%,-17%
COc1ccc(C(CNC(=O)c2ccc3c(c2)CCC3)N(C)C)cc1 (configuration not stated),14%,2,0%,-7,-1%,0%,-1.0%,-18%,-1%
CC(ON1CC1(C(F)(F)F)C(F)(F)F)(C(N)=O)C(N)=O (configuration not stated),3%,-6,-4%,1,-1%,-5%,0.4%,-21%,2%
COC(=O)C1=C(c2ccc(F)cc2OCc2ccccc2)C[C@@H]2CC[C@H]1N2C(=O)NC1Cc2ccccc2C1,-6%,-2,-3%,-4,-7%,4%[57.1 µM],-0.8%,6%,1%
CCn1cc(C(=O)c2cccs2)c2ccccc21,2%,6,5%,-4,-5%,-7%[57.1 µM],2.9%,-17%,1%
CSc1nc(NC(C)C)nc(NC(C)C)n1,0%,-1,-3%&-3%,-4,1%,-7%,x,0%,-3%
O=C(COc1cccc(Cl)c1)N1CCN(CCc2ccncc2)CC1,3%,-5,0%,-2,1%,4%,24%,-7%,-5%
Cc1ccc2cccc(OC(=O)N3CCCC3)c2n1,0%,-3,-4%,2,-4%,3%,0.1%,-15%,5%
C=CCN1C(=O)/C(=C/c2ccc3c(c2)CCCN3CCC)C(=O)NC1=S,u,-4,-1%,10,-1%,0%[57.1 µM],2.3%,-6%,-12%
C[N+](C)(C)CC1CCCc2ccccc2C1=O (configuration not stated),4%,19,-13%,u,-2%,-3%,x,-19%,0%
Cc1[nH]c2ccccc2c1C(=O)C(=O)N1CCC2(CC1)OCCO2,4%,-1,-3%,-7,2%,11%[57.1 µM],0.7%,-18%,8%
COc1cccc(C(=O)C2CCCN(Cc3ccc4nsnc4c3)C2)c1 (configuration not stated),3%,2,-3%,0,7%,-9%,20%,-16%,-4%
CC(=O)N1CCN(CCN=Cc2c(O)n(-c3ccc(C)cc3)c(=S)[nH]c2=O)CC1,12%,4,-2%,-7,3%,-16%,-0.3%,-9%,6%
O=C(Nc1cccc(Cl)c1)OC1CN2CCC1CC2 (configuration not stated),13%,-1,-1%,-2,1%,2%,1.6%,-23%,5%
CCn1c(O)c(C(=O)CC2NCCc3ccccc32)c(=O)n(CC)c1=S (configuration not stated),0%,-11,-5%,0,-6%,0%,-2.8%,-24%,u
CCOc1cccc(=NC2CCCCC2)c2c(C)[nH]c(C)c12,-3%,4,-8%,3,4%,-6%,-2.7%,-4%,-2%
CN1CCCN(c2ccc([N+](=O)[O-])nc2)CC1,-6%,2,-1%,-3,-1%,-11%,2.2%,-17%,-5%
O=S1(=O)N(Cc2ccccc2)CCCN1Cc1ccc(F)cc1Cl,-8%,-1,-3%,-2,0%,-7%,0.0%,-34%,1%
COc1ccc2oc3c(c2c1)NC(=O)CN=C3c1ccccc1,1%,-3,-6%,-1,-5%,-3%[57.1 µM],-1.0%,-16%,-7%
Oc1ccc(CCN2CCCCC2)cc1,3%,3,-2%,2,5%,2%[57.1 µM],x,10%,-4%
COC(=O)C1=C(c2cccc(C#N)c2)C[C@@H]2CC[C@H]1N2C(=O)NCCOc1ccc(OC)cc1,9%,-1,-4%,1,0%,9%,0.1%,u,-5%

# An excerpt, so the mix of outcomes need not match the whole.
